Compound activity from PubChem.
NPY-Y2 antag: blocks the human neuropeptide Y Y2 receptor. inhibition, % at 2.7 µM. NPY-Y2 expressing cells, antagonist mode. P49146. 0.99% of 140,000 active; in the data active means inhibition above about 17%;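 further: 0% = vehicle with agonist challenge and 100% = reference antagonist with challenge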
Target sequence (P49146 whole entry, looked up): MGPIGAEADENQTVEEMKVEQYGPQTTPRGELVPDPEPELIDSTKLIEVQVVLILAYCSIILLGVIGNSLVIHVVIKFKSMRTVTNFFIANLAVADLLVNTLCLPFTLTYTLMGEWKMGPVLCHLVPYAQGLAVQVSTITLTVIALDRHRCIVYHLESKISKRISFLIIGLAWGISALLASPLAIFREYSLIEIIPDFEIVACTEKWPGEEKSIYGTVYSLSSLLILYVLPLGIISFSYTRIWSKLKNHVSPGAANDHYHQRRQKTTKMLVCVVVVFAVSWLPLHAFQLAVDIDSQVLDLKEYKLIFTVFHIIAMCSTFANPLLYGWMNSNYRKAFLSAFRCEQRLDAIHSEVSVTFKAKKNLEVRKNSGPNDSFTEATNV
BB579 growth dn: chemicals that inhibit yeast BB579 growth in restrictive medium (lifespan-shortening candidates). inhibition, % at 10 µM. S. cerevisiae BB579 growth, OD615, 48 h. 0.51% of 140,000 active. AID 804;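 active means inhibition above a set limit, 3 SD over the mean compound inhibition, cut at about 44% in these data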; further: inactives centre near -24
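System: DeaD yeast strain BB579; buffer or medium: CSMM-D dextrose restrictive medium; technique: OD at 615 nm; schedule: 4 h cell preincubation, 48 h compound exposure, 30 °C humidified; doses: single 10 µM dose; controls: amphotericin B 10 µg/mL, positive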
HCT116 PTEN-null: PTEN-deleted cell growth suppression | viability, % at 10 µM | HCT116 PTEN-null viability, CellTiter-Glo, 60 h; stronger effect = lower value | 1.2% of 140,000 active | AID 827;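 active means viability at or below a set limit, 4 SD under the median of all tested compounds, cut at about 3.7% in these data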;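 further: PTEN knockout HCT116 line with beta catenin targeted HCT116 as companion control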
Yeast lifespan up: yeast lifespan extension | S. cerevisiae growth with nicotinamide, OD615; deaD strain in restrictive glucose medium | AID 775 | 0.68% of 130,000 active | inhibition of the nicotinamide effect, % at 10 µM;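 active means inhibition above a set limit, placed 3 SD over the median of all compounds, cut at about 26% in these data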;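 further: 0% = nicotinamide-treated wells and 100% = cells grown without nicotinamide; some compounds called inactive have numbers as strong as hits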
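Test system – modified budding yeast, DeaD strain · Compound – single dose 10 µM compound, 0.25% DMSO · Times – culture preincubation 4 h, compound exposure 48 h, both 30 °C · Detection – optical density (absorbance) at 615 nm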
GALR2 antag: GALR2 (human) receptor antagonism. O43603. GALR2-expressing cells, antagonist mode. inhibition, % at 4 µM. 0.39% of 140,000 active. AID 828; in the data active means inhibition above about 27%;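 further: cells stimulated with galanin 1-16 at roughly its EC80; 0% = agonist challenge control and 100% = basal control without agonist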
Target sequence (O43603 whole entry, looked up): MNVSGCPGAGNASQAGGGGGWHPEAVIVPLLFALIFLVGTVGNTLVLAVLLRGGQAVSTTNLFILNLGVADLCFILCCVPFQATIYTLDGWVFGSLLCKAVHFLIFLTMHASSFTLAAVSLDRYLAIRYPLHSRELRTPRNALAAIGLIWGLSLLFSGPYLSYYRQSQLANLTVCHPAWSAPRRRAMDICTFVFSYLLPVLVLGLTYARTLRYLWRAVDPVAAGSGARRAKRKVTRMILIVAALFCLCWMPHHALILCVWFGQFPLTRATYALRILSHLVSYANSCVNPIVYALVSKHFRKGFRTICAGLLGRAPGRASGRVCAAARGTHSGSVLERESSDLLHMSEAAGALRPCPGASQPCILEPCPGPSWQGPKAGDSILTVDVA
Phagocyt inh: inhibitors of macrophage phagocytosis. AID 1029. J774A.1 macrophage IgG-bead phagocytosis, imaging. inhibition, % at 5 µM. 0.07% of 110,000 active;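 active means inhibition above the mean of the plate negative controls plus 5 SD, cut at about 13% in these data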;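 further: phagocytic index as fraction of beads internalized from green versus red external bead signal; plate controls were DMSO negative control for no effect and cytochalasin-D positive control for full effect; some results beyond the cut were filed as inactive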
MRP1 act: MRP-1 activation; 0.61% of 140,000 active; H69AR cells + doxorubicin, viability rescue, CellTiter-Glo; viability increase, % at 10 µM; AID 799;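 active means viability gain under doxorubicin at or above a set limit, the compound median plus 3 SD, cut at about 4.7% in these data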;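 further: MRP-1 overexpressing cells given doxorubicin 25 µM after compound pretreatment; 18-22 h compound pretreatment then 72 h with doxorubicin before readout; 0% = doxorubicin-only wells and 100% = vehicle-treated cells without doxorubicin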
Measles CPE: protection of cells from measles virus; Measles virus-infected cells, CPE protection, absorbance; protection (pct of control), % at 4 µM; 1.5% of 140,000 active; AID 841; in the data active means protection mostly above about 24%, no sharp cut-off; inactive means mostly below about 26%; further: some compounds called inactive have numbers as strong as hits
E-sel TNF inh: TNF alpha driven E-selectin expression inhibition; HUVEC TNFa-induced E-selectin immunofluorescence, high content; inhibition, % at 2 µM; 0.71% of 120,000 active;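 active means inhibition above the batch mean plus 3 SD, and confirmed as a hit on visual image review, cut at about 43% in these data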;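 further: 0% = TNF-stimulated DMSO wells and 100% = unstimulated control wells; not every result past the cut was called active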
bCat KO growth: beta-catenin-lacking colon tumor cell growth suppression | viability, % at 10 µM | HCT116 beta-catenin knockout viability, CellTiter-Glo, 60 h; stronger effect = lower value | 1.5% of 140,000 active;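 active means viability at or under a set limit, the compound median less 4 SD, cut at about 6% in these data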;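 further: 0% = Hyamine 1622 control at 20 µM and 100% = untreated cell control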
* = called active by the depositor; · = no result given.

SMILES | NPY-Y2 antag | BB579 growth dn | HCT116 PTEN-null | Yeast lifespan up | GALR2 antag | Phagocyt inh | MRP1 act | Measles CPE | E-sel TNF inh | bCat KO growth
Nc1cc(N2CCCCC2)c(Cl)cc1[N+](=O)[O-] | 2 | -4 | 41 | -16 | 10 | 0 | -0.3 | 11 | 2 | 27
COC(=O)N/N=C/c1cc(C)n(-c2ccccc2)c1C | 4 | -22 | 83 | 4 | 1 | -5 | -3.1 | 30 | · | 89
COc1ccc(C(=O)c2oc3ccccc3c2N)cc1 | 0 | -34 | 96 | -18 | 11 | 5 | -1.1 | 16 | -24 | 91
COc1ccccc1NC(=O)CCC(=O)N/N=C(/C)c1ccc(C)cc1 | 5 | -14 | 94 | 1 | -12 | -5 | -3.2 | 9 | · | 96
Cc1c(Cl)c([N+](=O)[O-])nn1CCCC(=O)Nc1cc(Oc2ccccc2)cc([N+](=O)[O-])c1 | 2 | -15 | 61 | 6 | -2 | -8 | -2.5 | 17 | · | 71
COCCn1nnnc1C(c1ccc(C(F)(F)F)cc1)N1CCOCC1 (configuration not stated) | 1 | -42 | 104 | -6 | 2 | 4 | -1.6 | 5 | -18 | 86
CC(C)NCCCOc1ccc(C(C)(C)c2ccccc2)cc1 | 2 | -23 | 79 | -12 | -1 | -2 | -2.3 | 5 | 5 | 64
COc1ccc(CCNC(=O)CSc2nnnn2-c2ccccc2)cc1 | 11 | 13 | 96 | -12 | 0 | 0 | -0.7 | 8 | -23 | 95
Nc1cc(=O)nc(SCc2ccccc2)n1Cc1ccco1 | 2 | 1 | 99 | -6 | -3 | -3 | 0.2 | 11 | 6 | 97
COc1nc(NCCO)nc(Nc2ccc([N+](=O)[O-])cc2)n1 | 3 | -3 | 90 | -3 | 14 | -2 | -3.9 | 26 | · | 79
COc1cccc(Cn2c(NCc3ccco3)nc3c2c(=O)n(C)c(=O)n3C)c1 | 6 | 0 | 43 | -8 | 28* | -1 | 0.1 | 4 | 11 | 52
Cc1cccc(C)c1NS(=O)(=O)c1ccc(F)cc1 | 2 | -50 | 96 | 2 | -11 | 0 | -1.2 | 10 | · | 102
O=C(/C=C/c1ccccc1)NC(=S)Nc1ccc(N2CCOCC2)c(Cl)c1 | 6 | -37 | 78 | -10 | 9 | -2 | -4.6 | 16 | -16 | 83
COC(=O)[C@@]1(Cc2ccc(F)cc2)[C@H]2c3cc(C(=O)N(C)C)n(Cc4ccccn4)c3C[C@H]2CN1C(=O)c1ccccc1 | 6 | 6 | 68 | 1 | -8 | · | -2.0 | 6 | -7 | 68
CC(C)c1ccc(NCCC(=O)c2ccc(Br)cc2)cc1 | 2 | -23 | 95 | 0 | -5 | -6 | -0.1 | 8 | 18 | 104
COc1cccc(-c2nc(CC(=O)O)cs2)c1OC | 1 | -35 | 91 | -19 | -6 | 2 | 1.8 | 14 | · | 91
CCCNC(=O)c1ccccc1NC(=O)CN(c1ccccc1OCC)S(C)(=O)=O | 1 | -34 | 107 | 4 | 7 | -1 | -0.5 | 22 | -38 | 104
CCOc1ccc(NC(=O)CNC(=O)c2ccc(OC)c(OC)c2)cc1 | 6 | -27 | 99 | 3 | 4 | -1 | -1.8 | 13 | -4 | 91
S=c1[nH]ccn1-c1cccc(Cl)c1 | 2 | -28 | 94 | -3 | -9 | -7 | -1.7 | 4 | -26 | 92
Cc1ccc(C(O)(C(=O)NN(C(=O)c2ccccc2)c2ccccc2)c2ccc(C)cc2)cc1 | 48* | -14 | 53 | 0 | 10 | · | -4.0 | 6 | · | 69
CC1(C)CC(=O)C2=C(C1)OC(N)=C(C#N)C21C(=O)N(CN2CCOCC2)c2ccccc21 (configuration not stated) | -2 | -38 | 85 | -2 | 13 | 2 | -3.2 | 10 | 4 | 90
Cc1ccc([N+](=O)[O-])cc1NC(=O)CN1CCC(C)CC1 | 4 | -45 | 80 | -22 | -13 | -1 | -3.9 | 9 | -27 | 82
Cc1cccc(N2CC3=C(C2=O)C(c2ccccc2)NC(=O)N3C)c1 (configuration not stated) | -1 | 6 | 94 | -11 | 11 | 0 | 0.0 | 15 | -25 | 95
NC(=O)C1CC(=O)N(Cc2ccc3c(c2)OCO3)C(=Nc2ccccc2)S1 (configuration not stated) | 1 | 17 | 85 | -1 | -9 | -1 | -3.7 | 5 | 8 | 88
CCN(Cc1ccccc1)C(c1ccncc1)c1nnnn1C(C)(C)C (configuration not stated) | 5 | -31 | 87 | -3 | 11 | · | -2.7 | 29 | -28 | 96
N/C(=N\OC(=O)CCCN1C(=O)c2ccccc2C1=O)c1ccc(Cl)cc1 | 0 | -16 | 102 | -13 | 11 | · | 0.1 | 41* | 14 | 100
CCOC(=O)N1CCC(NC(=O)c2cn(-c3ccc(OC)cc3)c(=O)c3ccccc23)CC1 | -1 | -76 | 99 | -9 | 3 | -1 | -1.6 | 7 | -14 | 92
COc1ccccc1C1CC(c2cccs2)=Nc2ccccc2S1 (configuration not stated) | 15 | -92 | 78 | -8 | 8 | -1 | -1.9 | 12 | -7 | 65
CCOC(=O)C1(C)/C(=N/Nc2ccc(Cl)cc2)C(=O)C(=O)N1c1ccccc1 (configuration not stated) | -2 | -29 | 88 | 2 | 1 | 0 | -4.4 | 2 | 1 | 87
c1ccc2nc3ccccc3nc2c1 | 0 | 60* | 97 | -8 | 2 | · | -0.6 | 10 | · | 94
CCOC(=O)c1[nH]c(C)c(C(=O)Nc2ccc(Cl)cc2)c1C | 3 | -15 | 94 | -9 | 2 | 0 | 0.2 | 7 | · | 90
CCC(Oc1ccccc1)C(=O)Nc1cc(C)on1 (configuration not stated) | 2 | -1 | 113 | -9 | 9 | 0 | 1.2 | 16 | · | 99
N#Cc1c(N2C(=O)Nc3ccccc3N2O)sc2c1CCCCCC2 | 2 | -33 | 106 | -5 | -9 | 7 | -2.9 | 9 | · | 87
O=C(CN1C(=O)S/C(=C\C=C\c2ccccc2)C1=O)Nc1cccc(O)c1 | 0 | -14 | 9 | 0 | -14 | -8 | 1.7 | 4 | · | 8
O=C(CSc1nnnn1C1CCCCC1)NCCc1ccccc1 | 7 | -79 | 105 | -2 | 2 | -2 | 0.1 | 9 | -54 | 103
Cn1c2c(c(=O)[nH]c1=O)C(NC(=O)c1ccco1)(C(F)(F)F)C(=O)N2 (configuration not stated) | 2 | -12 | 101 | -3 | 5 | 0 | 0.5 | 3 | -10 | 100
CCO/C=C1\C(=O)N(CC)c2ccccc21 | 0 | -23 | 102 | · | -4 | · | -2.4 | 13 | 13 | 90
CCOC(=O)CSc1nnc(C)c(=O)[nH]1 | 6 | -37 | 115 | 10 | -6 | -3 | -0.1 | 4 | 0 | 103
CC(=O)n1nc(-c2ccco2)nc1SCc1ccccc1 | 5 | 22 | 106 | -12 | 11 | 0 | 1.8 | 15 | · | 105
CCN(CC)S(=O)(=O)c1cccc(-c2nnc(SCC(=O)NCCC3=CCCCC3)n2N)c1 | 2 | -26 | 83 | -3 | 3 | 0 | -0.6 | 9 | · | 75
O=C(CN1C(=O)COc2ccccc21)Nc1ccc(F)cc1 | 1 | 0 | 84 | -9 | 9 | 0 | -4.5 | 12 | 18 | 86
O=C(COC(=O)CNC(=O)c1cccc([N+](=O)[O-])c1)Nc1cccc(S(=O)(=O)N2CCCC2)c1 | 3 | -33 | 81 | -3 | 6 | -6 | -0.3 | 17 | · | 78
COC(=O)c1cccc(NC(=O)/C=C/c2cccc([N+](=O)[O-])c2)c1 | -1 | -13 | 108 | -7 | 13 | · | 1.8 | 7 | -85 | 101
COc1ccc(CCNc2nc(-c3sc(C)nc3C)cs2)cc1OC | 1 | -18 | 32 | -10 | 1 | 1 | 1.5 | 3 | -25 | 12
Cc1cc(NC(=O)c2ccc(Cl)cc2)n(CCOC(=O)c2ccc(Cl)cc2)n1 | 4 | -29 | 79 | 1 | -9 | -10 | 0.2 | 8 | -27 | 82
Cc1ccc(NC(=O)c2ccc(S(=O)(=O)N3CCCCC3)cc2)cc1 | 0 | -35 | 72 | 2 | 5 | · | -2.1 | 12 | -6 | 72

Profiles, quoted from the list. Values in the order: NPY-Y2 antag | BB579 growth dn | HCT116 PTEN-null | Yeast lifespan up | GALR2 antag | Phagocyt inh | MRP1 act | Measles CPE | E-sel TNF inh | bCat KO growth
Record of Cc1ccc(NC(=O)c2ccc(S(=O)(=O)N3CCCCC3)cc2)cc1 : 0 | -35 | 72 | 2 | 5 | · | -2.1 | 12 | -6 | 72
Record of Cc1cc(NC(=O)c2ccc(Cl)cc2)n(CCOC(=O)c2ccc(Cl)cc2)n1 : 4 | -29 | 79 | 1 | -9 | -10 | 0.2 | 8 | -27 | 82
Record of COc1ccc(CCNc2nc(-c3sc(C)nc3C)cs2)cc1OC : 1 | -18 | 32 | -10 | 1 | 1 | 1.5 | 3 | -25 | 12
Record of O=C(COC(=O)CNC(=O)c1cccc([N+](=O)[O-])c1)Nc1cccc(S(=O)(=O)N2CCCC2)c1 : 3 | -33 | 81 | -3 | 6 | -6 | -0.3 | 17 | · | 78
Record of COC(=O)c1cccc(NC(=O)/C=C/c2cccc([N+](=O)[O-])c2)c1 : -1 | -13 | 108 | -7 | 13 | · | 1.8 | 7 | -85 | 101

Fetched one by one from the list above:
SMILES | NPY-Y2 antag | BB579 growth dn | HCT116 PTEN-null | Yeast lifespan up | GALR2 antag | Phagocyt inh | MRP1 act | Measles CPE | E-sel TNF inh | bCat KO growth
O=C(CN1C(=O)COc2ccccc21)Nc1ccc(F)cc1 | 1 | 0 | 84 | -9 | 9 | 0 | -4.5 | 12 | 18 | 86
COc1ccc(CCNc2nc(-c3sc(C)nc3C)cs2)cc1OC | 1 | -18 | 32 | -10 | 1 | 1 | 1.5 | 3 | -25 | 12
COC(=O)c1cccc(NC(=O)/C=C/c2cccc([N+](=O)[O-])c2)c1 | -1 | -13 | 108 | -7 | 13 | · | 1.8 | 7 | -85 | 101
